pAkt inh: blocks phosphorylation of Akt | Neuro2A IGF-stimulated pAkt S473 HTRF, 20 min; stronger effect = lower value | activity change, % for hits at 50 µM | 360,000 tested, 0.32% active; in the data active means activity change below about -80%; inconclusive means mostly about -51% to -80%; further: on the % scale 0 is the no-effect control and ±100 the full control effect
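Neuro2A cells (4,500/well, DMEM with 0.5% FBS) were treated with compound at a single 50 µM final concentration, stimulated with 6 nM IGF for 20 min at 37 °C, and lysed. Phospho-Akt Ser473 was read by HTRF as 665/615 ratio ×10^4.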
A549 viability: kills or reduces viability of A549 cells in Nrf2 counter-screen | Potency, µM (top dose mostly 46 µM), inactives show at the top dose activity change, negative = cytotoxicity, actives largely listed as inhibitors | AID 504648 | 390,000 tested, 0.16% active | A549 ARE-Fluc cells, CellTiter-Fluor viability, 18-24 h; further: potency means the concentration at half of the fitted maximal effect; on the % scale 0 is the no-effect control and ±100 the full control effect
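A549 ARE_Fluc cells in 5% FBS OPTI-MEM were exposed to compounds in concentration-response for 18-24 h at 37 deg C. Viability was read by CellTiter-Fluor fluorescence (Ex 405/Em 525) after 30 min, before the luciferase read.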
CCT modulator: changes cytosolic chaperonin activity; purified chaperonin ATPase assay, HTRF ADP detection, 30 min; activity change, % (no concentration beside the values), hits read low; 360,000 tested, 0.3% active; in the data active means activity change below about -30%; further: on the % scale 0 is the no-effect control and ±100 the full control effect
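TRiC at 40 or 20 nM final (batch-dependent) in 30 mM Tris pH 7.4, 100 mM KCl, 5 mM MgCl2, 1 mM DTT, with compound at single 76 uM and 10 uM ATP, 30 min at 37 deg C. ADP detected by HTRF Transcreener, 665/615 ratio.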
Mm-Cpn inhibitor: M. maripaludis TRiC chaperonin inhibition; purified Mm-Cpn ATPase, ADP Transcreener TR-FRET; Potency, µM (top dose mostly 76.9 µM), for inactives: top-dose activity, negative = inhibition, usual class: inhibitors; 330,000 tested, 0.031% active; further: potency means the concentration at half of the fitted maximal effect; on the % scale 0 is the no-effect control and ±100 the full control effect; nearly all actives have a fitted effect of over 80% in size
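Inhibition of chaperonin ATP hydrolysis is measured as reduced ADP production, detected by competitive TR-FRET in which signal falls with ADP. Final enzyme 25 nM and ATP 10 uM, reacted 30 min at 37°C.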
TGFb inhibitor: TGF-b pathway inhibition; HepG2 CAGA-GFP TGF-b/SMAD3 reporter, GFP fluorescence, 18 h; TGF-beta stimulated, 500 pg/mL final; Potency, µM (series often up to 46.1 µM), without a hit: at the highest dose activity, negative = inhibition, hits mostly inhibitors; 410,000 tested, 1.2% active; further: potency means the concentration at half of the fitted maximal effect; on the % scale 0 is the no-effect control and ±100 the full control effect; nearly all actives have a fitted effect of over 65% in size
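Per well, imaged GFP fluorescence of HEPG2 CAGA-GFP cells gives the signal; cells get compound, then TGF-beta (500 pg/mL final), 18 h at 37 degrees C; %Activity versus -TGF-beta and +DMSO controls.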
Nrf2 activator: activators of Nrf2 (ARE) signaling; AID 624171; Potency, µM (titrated, usually from 46.1 µM), without a hit: at the highest dose activation, most hits filed as activators; AREc32 ARE-luciferase reporter (MCF7-derived line), luminescence, 24 h; 410,000 tested, 0.31% active; further: potency means the concentration at half of the fitted maximal effect; % of control where 0% means no effect; nearly all actives have a fitted effect of over 65% in size
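Luciferase luminescence (Steady-Glo, 30 min at room temperature) served as the read-out of ARE activation in AREc32 cells treated with compounds for 24 hr at 37 deg C.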
Nrf2 inh: Nrf2 pathway inhibition; Potency, µM (series often up to 46 µM), without a hit: at the highest dose activity change, negative = inhibition, usual class: inhibitors; 360,000 tested, 2.1% active; A549 ARE-Fluc reporter, luciferase luminescence, 18-24 h; further: potency means the concentration at half of the fitted maximal effect; on the % scale 0 is the no-effect control and ±100 the full control effect; nearly all actives have a fitted effect of over 60% in size
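In this cell-based qHTS, ARE-driven firefly luciferase in A549 cells reports Nrf2 activity; the luminescent signal after BugLite lysis is the measured value, with a prior CellTiter-Fluor read for cell health.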
Abeta yeast res: A-beta toxicity reversal in yeast. yeast expressing A-beta42, growth rescue, OD600, 48 h; response scale: 0% DMSO, 100% iron-clioquinol control. Potency, µM (titrated, usually from 46.1 µM), without a hit: top-dose growth rescue, usual class: activators. 410,000 tested, 0.063% active. AID 1347071; further: potency means the concentration at half of the fitted maximal effect; nearly all actives have a fitted effect of over 55% in size
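Growth rescue measured by 600 nm absorbance after 48 h yeast culture at 30 C with compound. Values normalized between DMSO and an equimolar ferric chloride plus clioquinol control.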
HepG2 tox: HepG2 cytotoxicity, counter-screen for TGF-b inhibitors; HepG2 CAGA-GFP viability, ATP luminescence, 18 h; Potency, µM (doses to about 46.1 µM), without a hit: at the highest dose activity change, negative = cytotoxicity, usual class: cytotoxic; 410,000 tested, 0.76% active; AID 588856; further: potency means the concentration at half of the fitted maximal effect; some results filed as inactive show a strong effect at the top dose
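HepG2 CAGA-GFP cells (1000/well, DMEM with 1% FBS) received compound, then TGF-beta at 500 pg/mL final, and were incubated 18 hours at 37 degrees C. Viability was read by CellTiter-Glo luminescence. Media-only wells were set as complete cell-killing and DMSO as no toxicity.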
* hit, by the source's call; i = inactive; ? = inconclusive; nt = not tested or not shown; [ ] = dose if it differs, or a comment. Unless noted, the call rests on the fitted dose curve; in most records, active means well fitted curve in the direction sought with a large enough effect; inconclusive means small, poorly fitted or top-dose-only effect, or another doubt; inactive means no such curve, though single readings can be large; an effect the other way counts as inactive or inconclusive.

SMILES | pAkt inh | A549 viability | CCT modulator | Mm-Cpn inhibitor | TGFb inhibitor | Nrf2 activator | Nrf2 inh | Abeta yeast res | HepG2 tox
CC(Oc1ccccc1F)C(=O)NNC(=O)CCNC(=O)c1ccco1 (centres undefined) | i | -1% | -2.5 | 2% | -4% | 0.1% | -13% | 14% | -21%
CC(C)Cn1cnc2c(SCc3ccccn3)nc(N)nc21 | i | 9% | -2.0 | nt | 22% | 0.3% | -10% | -3% | -14%
Cc1ccc(COc2ccccc2C(=S)N2CCCC2)cc1 | i | 1% | 0.3 | 0% | 19% | 2.7% | -1% | 11% | 1%
CC(C)C(NC(=O)OCc1ccccc1)C(=O)N1CCOCCOCCOCC1 (centres undefined) | i | -1% | -1.9 | -7% | 0% | 0.0% | 6% | -23% | -9%
CC(=O)NC(CCc1ccc(Cl)c(Cl)c1)c1cccc(O)c(=O)c1 (centres undefined) | i | nt | 1.3 | nt | -19% | -1.1% | nt | 0% | -14%
COc1cc(SC#N)ccc1N=Cc1c(C)[nH]n(-c2ccc(C)cc2C)c1=O | i | -11% | 0.2 | nt | 4% | 7.4% | -27% | -17% | -26%
COc1ccc(NS(=O)(=O)c2ccc(NC(C)=O)cc2)c(OC)c1 | i | 5% | 0.4 | -2% | ? | -0.1% | 8% | -11% | -24%
O=C(Nc1ccccc1N1CCCC1)C1CCN(C(=O)c2ccc(F)cc2)CC1 | i | -3% | -2.2 | 0% | 13% | -0.3% | ? | 5% | 1%
CCCCc1cc(=O)oc2cc(C)cc(OCC(=O)Nc3cccnc3)c12 | i | -2% | -4.6 | -11% | -2% | -0.1% | ? | 10% | -33%
Cc1cc(C)n2nc(CC(=O)NCc3ccccc3Cl)nc2n1 | i | 5% | 0.5 | 0% | 6% | -0.5% | -3% | 8% | 6%
CCN(CC)S(=O)(=O)c1ccc(N2CCCC2)c(NC(=O)c2ccc(N3CCCC3=O)cc2)c1 | i | -5% | -2.1 | -2% | -17% | 0.1% | -9% | 6% | 1%
CCCCCNS(=O)(=O)c1cc(C)ccc1OC | i | 1% | -0.4 | 2% | -6% | -0.9%[9.22 µM] | 7% | -2% | 9%

Profiles, looked up by structure. Values in the order: pAkt inh, A549 viability, CCT modulator, Mm-Cpn inhibitor, TGFb inhibitor, Nrf2 activator, Nrf2 inh, Abeta yeast res, HepG2 tox
CC(C)Cn1cnc2c(SCc3ccccn3)nc(N)nc21 is entered as i, 9%, -2.0, nt, 22%, 0.3%, -10%, -3%, -14%
CCCCc1cc(=O)oc2cc(C)cc(OCC(=O)Nc3cccnc3)c12 is entered as i, -2%, -4.6, -11%, -2%, -0.1%, ?, 10%, -33%

Following part.
SMILES | pAkt inh | A549 viability | CCT modulator | Mm-Cpn inhibitor | TGFb inhibitor | Nrf2 activator | Nrf2 inh | Abeta yeast res | HepG2 tox
O=C(Nc1cccc(Cl)c1)c1ccc(OC(=S)N2CCOCC2)cc1 | i | -13% | -2.0 | 0% | ? | 4.8% | ? | -5% | -6%
Cn1cc(-c2csc(C(O)c3ccc(F)c(F)c3)n2)cn1 (centres undefined) | i | nt | -1.1 | nt | -5% | 0.0% | nt | -3% | -22%
COCCCn1c(SCC(=O)Nc2ccc(NC(C)=O)cc2)nc2sc3c(c2c1=O)CCC3 | i | 0% | -0.5 | -2% | 3% | -0.1% | -5% | 4% | -8%
CCc1ccc(CN(Cc2ccco2)C(=O)c2cc(-c3ccc(Cl)cc3)on2)cc1 | nt | 9% | nt | nt | ? | -1.1% | -15% | -13% | 4%
O=c1nc2c(O)cccn2c2c1c(=O)[nH]c1ccccc12 | i | -8% | 0.9 | -3% | -5% | 5.6µM* | 13% | 2% | 1%
Cc1ccnc(NC(=O)c2cccc(NS(=O)(=O)c3ccccc3C)c2)c1 | i | -2% | -3.2 | 0% | 17% | 0.3% | nt | 16% | 2%
O=C(NC1CCCCC1)C1CCCN(S(=O)(=O)c2ccc(Br)s2)C1 (centres undefined) | i | 2% | -1.4 | 0% | 14% | -0.2% | -17% | ? | 15%
COc1ccc(CNC(=O)c2nccnc2CO)cc1 | i | -8% | -2.4 | 1% | 1% | 0.4% | 5% | -19% | 4%
CCOc1cc(NC(=S)NCc2ccco2)c(OCC)cc1NC(C)=O | i | -5% | -0.6 | 0% | 2% | -0.1% | -15% | 1% | 7%
COc1ccc(NC(=O)C(=O)NCCO)cc1Cl | i | -2% | -7.6 | 2% | 0% | 0.2% | 2% | 2% | -12%
CCCOC(=O)CC1C(=O)NCCN1Cc1cc(OC)cc(OC)c1 (centres undefined) | i | -10% | -0.9 | -4% | -12% | -0.2% | -6% | -4% | -25%
Cc1cc(OCC(=O)Nc2ccncc2)cc(C)c1Cl | i | 1% | 0.2 | 1% | ? | 1.9% | 13µM* | -37%[inhibitor] | -56%
O=C(NCCc1ccccc1)c1ccc(CS(=O)(=O)Cc2ccc(F)cc2)o1 | i | -3% | -5.5 | -1% | -3% | -0.2% | 0% | -16% | 10%
C=CCN1C(=O)C(O)(CC(=O)c2ccc(-n3cccc3)cc2)c2ccccc21 (centres undefined) | i | -12% | 0.0 | 2% | 7% | 2.9% | -1% | 3% | 1%
Cc1cc(N(CCO)CCO)nc(-n2nc(C)cc2C)n1 | i | -7% | 0.0 | 1% | 9% | 0.4% | -22% | 26% | 0%
O=C(Nc1ccc2nc(N3CCOCC3)sc2c1)c1cc2ccccc2o1 | i | nt | 2.9 | nt | -4% | 1.9% | nt | 1% | -1%
CN(C)S(=O)(=O)c1ccc(C(=O)N2CC(=O)Nc3ccc(F)cc3C2c2ccc(F)cc2)cc1 (centres undefined) | i | -4% | 1.4 | 1% | -2% | -0.3% | -14% | 3% | -10%
Fc1ccccc1Nc1nc2ccccc2n2nnnc12 | i | -5% | -3.8 | -1% | -1% | 12% | -18% | 5% | -12%
O=C(Cn1cc(COc2ccc(Br)cc2[N+](=O)[O-])nn1)c1ccc(O)cc1 | i | -5% | -1.6 | nt | 30%[activator] | 2.3% | 12% | -16% | 13%
CC1CN(C(=O)CCC(=O)NC2CCN(Cc3ccccc3)CC2)c2ccccc2O1 (centres undefined) | i | 2% | -0.2 | 0% | -5% | -0.1% | 0% | -6% | -26%
CCOC(=O)c1cn(CC(=O)Nc2cccc(F)c2)nn1 | i | -7% | 2.0 | 0% | 1% | -0.2% | 12% | -10% | -9%
Nc1ccccc1CCc1ccccc1N | i | nt | -1.9 | nt | -1% | 3.3% | nt | -3% | -26%
CC(Sc1nccn1C)C(=O)c1ccc(Br)cc1 (centres undefined) | i | 2% | -1.5 | 2% | 5% | -0.3% | -1% | -2% | 0%
COC(=O)c1cccnc1Oc1ccccc1 | i | -1% | -2.8 | 3% | -4% | -1.1% | 19% | -4% | 0%
COc1ccc(NC(=O)COc2ccc(C(=O)NCc3cccnc3)cc2OC)cc1 | i | 2% | 0.2 | 3% | 26% | 2.0% | -2% | -4% | 26%
Cc1nc2c(OCC(=O)c3ccc(F)cc3)cccn2c1N(C)Cc1cccs1 | i | nt | -1.7 | nt | 26% | -0.2%[9.22 µM] | nt | 6% | -31%
Cc1cccc(C)c1NC(=O)Nc1cccs1 | i | 3% | -1.9 | 0% | 6% | 4.6% | -22% | -2% | -42%
O=C1/C(=C\c2cccs2)Sc2ccc3ccccc3c21 | i | 0% | -0.4 | -1% | -31% | 12% | ? | -6% | 1%
Cc1cc(-c2ccc([N+](=O)[O-])cc2)nc2ccccc12 | i | 3% | 0.4 | -3% | 5% | 11% | 8% | -28% | -35%
Cc1ccc(N2CC(C(=O)Nc3nnc(SCC(N)=O)s3)CC2=O)cc1C (centres undefined) | i | 9% | -1.1 | 0% | -31% | -0.1% | ? | -6% | -14%
CCc1ccccc1NC(=O)[C@@H]1CCC(=O)N1C1OC(=O)c2ccccc21 (some centres undefined) | i | 0% | -0.2 | 1% | 1% | -0.8% | 9% | 8% | 8%
CS(=O)(=O)Nc1nc2ccccc2[nH]1 | i | 0% | 1.0 | 3% | 11% | -0.7% | -5% | -4% | 2%
CC1CCCCN1C(=O)CSc1nc2ncccc2[nH]1 (centres undefined) | i | 1% | -2.7 | -1% | 13% | 2.4% | 24% | -1% | -7%
CCOc1ccc(NC(=O)CC2C(=O)N(c3ccc(F)cc3)C(=O)N2CCc2sccc2C)cc1 (centres undefined) | nt | -22% | nt | nt | ? | 5.9% | ? | 8% | -19%

Among those listed so far, six contain a thiophene ring, fused or not.
SMILES | pAkt inh | A549 viability | CCT modulator | Mm-Cpn inhibitor | TGFb inhibitor | Nrf2 activator | Nrf2 inh | Abeta yeast res | HepG2 tox
COCCCn1c(SCC(=O)Nc2ccc(NC(C)=O)cc2)nc2sc3c(c2c1=O)CCC3 | i | 0% | -0.5 | -2% | 3% | -0.1% | -5% | 4% | -8%
O=C(NC1CCCCC1)C1CCCN(S(=O)(=O)c2ccc(Br)s2)C1 (centres undefined) | i | 2% | -1.4 | 0% | 14% | -0.2% | -17% | ? | 15%
Cc1nc2c(OCC(=O)c3ccc(F)cc3)cccn2c1N(C)Cc1cccs1 | i | nt | -1.7 | nt | 26% | -0.2%[9.22 µM] | nt | 6% | -31%
Cc1cccc(C)c1NC(=O)Nc1cccs1 | i | 3% | -1.9 | 0% | 6% | 4.6% | -22% | -2% | -42%
O=C1/C(=C\c2cccs2)Sc2ccc3ccccc3c21 | i | 0% | -0.4 | -1% | -31% | 12% | ? | -6% | 1%
CCOc1ccc(NC(=O)CC2C(=O)N(c3ccc(F)cc3)C(=O)N2CCc2sccc2C)cc1 (centres undefined) | nt | -22% | nt | nt | ? | 5.9% | ? | 8% | -19%

High-throughput results from PubChem BioAssay.
